Artemis endo inh: inhibitors of human Artemis endonuclease activity. hit rate 0.78% among 30,000. inhibition, % at 10 µM. Q96SD1. recombinant Artemis, quenched FAM hairpin cleavage fluorescence;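 active means at 10 µM dose, at least 30% inhibition, measured as corrected fluorescence normalized to stimulator and neutral control wells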
Target sequence (Q96SD1 whole entry, looked up): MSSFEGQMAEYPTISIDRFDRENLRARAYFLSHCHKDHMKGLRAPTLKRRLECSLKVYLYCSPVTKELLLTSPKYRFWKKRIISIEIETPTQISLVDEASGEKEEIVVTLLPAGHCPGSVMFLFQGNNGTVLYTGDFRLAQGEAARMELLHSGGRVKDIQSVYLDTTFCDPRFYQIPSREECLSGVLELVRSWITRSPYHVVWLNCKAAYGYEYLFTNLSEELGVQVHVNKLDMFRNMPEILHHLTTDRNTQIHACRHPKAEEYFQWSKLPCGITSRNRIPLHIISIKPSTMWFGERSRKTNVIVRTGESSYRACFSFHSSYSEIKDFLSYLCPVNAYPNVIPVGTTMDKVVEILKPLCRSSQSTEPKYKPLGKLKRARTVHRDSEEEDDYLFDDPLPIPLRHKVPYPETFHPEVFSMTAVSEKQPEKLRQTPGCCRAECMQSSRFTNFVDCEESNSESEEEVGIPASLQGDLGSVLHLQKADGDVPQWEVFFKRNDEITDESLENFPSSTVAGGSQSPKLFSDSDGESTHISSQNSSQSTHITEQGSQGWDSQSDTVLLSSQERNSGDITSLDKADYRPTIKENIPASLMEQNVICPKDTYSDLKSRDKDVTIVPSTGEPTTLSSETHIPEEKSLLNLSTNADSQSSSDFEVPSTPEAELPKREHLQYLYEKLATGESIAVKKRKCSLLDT
* marks the source's active call; other numbers are inactive results. Not all compounds are listed; the hit share may differ from the screen's.

SMILES	Artemis endo inh
Cc1ccc(C(=O)O/N=C\c2ccc(N3CCOCC3)c([N+](=O)[O-])c2)cc1	-13
COC(=O)c1sc2nc(CSc3nc4ccc(C)cc4[nH]3)[nH]c(=O)c2c1C	-3
CSc1ncccc1C(=O)OCC(=O)NC1CCS(=O)(=O)C1 (stereo unspecified)	6
O=C(O)CNS(=O)(=O)c1ccc(Br)s1	-14
CCOC(=O)c1sc(-n2[nH]c(C)cc2=O)nc1C	15
O=C1CCCCCCC1Sc1ccccc1[N+](=O)[O-] (stereo unspecified)	2
CCOC(=O)Nc1ccc(C)cc1NC(=O)OCC	2
COc1ccccc1C1(CC(=O)O)CCOC(C)(C)C1 (stereo unspecified)	-2
[O-][n+]1onc2c3cc(-c4ccccc4)nnc3ccc21	4
O=C1c2oc3ccccc3c(=O)c2C(c2ccccn2)N1Cc1ccccc1 (stereo unspecified)	-5
CCOC(=O)c1cc(C#N)c(SC)nc1-c1ccccc1	15
CC(C)CC(=O)O/N=C1\C(=O)N(c2ccccc2)c2ccccc21	-1
CCOC(=O)c1ccc(Cn2c(-c3ccccc3)nnc2-c2ccccc2)o1	8
O=C(COc1ccc2ccccc2c1)NNC(=O)Cc1cccc2ccccc12	3
CSc1nc2ccccc2n1CC(=O)Nc1c(C)cccc1C	0
Cc1ccc(-c2nc3nc4ccccc4nc3n2Cc2ccco2)cc1	2
CCOC(=O)C1C(=O)CC(C)(O)C(C(=O)OCC)C1c1ccccc1 (stereo unspecified)	-10
O=C1CC(Nc2ccc(N3CCOCC3)cc2)C(=O)N1CCc1ccccc1 (stereo unspecified)	-2
COc1cc(NC(=S)NC(=O)c2c(OC)cccc2OC)ccc1NC(=O)c1cccs1	-8
Cc1cccc(C)c1NC(=O)/C(=C/c1ccco1)c1ccccc1	0
COc1cccc(OC)c1OCCCCCc1c(C)n[nH]c1C	-4
Cc1ccc2occ(C3N[C@H](C(=O)O)CS3)c(=O)c2c1 (stereo partly specified)	24
Cc1ccc(CNC(=O)c2cccc(OCc3c(C)noc3C)c2)cc1	-8
CCOC(=O)c1ccc2[nH]c(C)c(C)c2c1	2
COC(=O)c1sccc1NC(=O)CSc1nnnn1-c1ccccc1F	-5
Oc1c(Cl)cc(Cl)cc1C(C#Cc1ccccc1)N1CCOCC1 (stereo unspecified)	6
COC(=O)C1=C(C)NC2=C(C(=O)CCC2)C1c1cn(Cc2ccc(Br)cc2)nc1-c1ccccc1 (stereo unspecified)	7
CCOc1cc(C(=O)Nc2nnc(CC)s2)ccc1OCC(=O)N1CCOCC1	-1
CCc1ccc(NC(=O)CSc2nnc(CNC(=O)c3c(F)cccc3Cl)o2)cc1	4
COc1ccc(Oc2nc(-c3ccccc3)ncc2S(=O)(=O)c2ccccc2)cc1	-1
COc1ccc(OCC(=O)Nc2nc3ccccc3[nH]2)cc1	-3
O=S1(=O)N=C(N2CCCc3ccccc32)c2ccccc21	-7
O=C(NC1CC1)c1sccc1-n1cccc1	-1
O=C1CN(C(=O)COC(=O)c2ccccc2NCc2ccco2)c2ccccc2N1	8
CC1C(C#N)=C(N)OC2=C1C(=O)CCC2 (stereo unspecified)	-2
CCCCNC(=O)CC(=O)Nc1ccccc1C(=O)O	-5
CCCC(=O)N1CC2(CCC)CN(C(=O)CCC)CC(CCC)(C1)C2=O	3
Cn1nnc(C(O)CN2CCOCC2)n1 (stereo unspecified)	4
Cc1cc(C(F)F)n2nc(C(=O)Nc3ccc(F)cc3F)nc2n1	-1
CCOP1(=O)C=C(C(C)(C)C)OC1c1ccc(F)cc1 (stereo unspecified)	5
CC(C)NC(=O)C(=O)NC1CCCCCC1	3
Cc1ccc(S(=O)(=O)N2CCCC2C(=O)N2CCCCCC2)cc1 (stereo unspecified)	8
O=C(N1CCOCC1)N1CCN(S(=O)(=O)N2CCCCC2)CC1	2
CN1CCN(c2ccc(NC(=O)COc3ccccc3Cl)cc2)CC1	-14
CN(C)c1nc(SCC#N)nc(N2CCOCC2)n1	8
O=C(O)CCn1c(=O)c2ccccc2c2ccccc2c1=O	3
COc1ccc(NC(=O)CN2CCN(S(=O)(=O)c3ccc(F)cc3)CC2)cc1Cl	-3
COc1ccccc1-n1cnnc1SCC(=O)NCc1cccs1	0
O=C(NCCN1CCCCC1)c1ccco1	0
N#Cc1ccc(-c2ccccc2)nc1SCC(=O)c1cc2ccccc2oc1=O	25
CNc1nc(-c2ccccc2)nc(-c2ccccc2)c1C#N	5
Cn1c(CO)cnc1S(=O)(=O)Cc1ccc([N+](=O)[O-])cc1	-1
O=C(Nc1ccc(N2CCCC2)cc1)C(Cl)c1ccccc1 (stereo unspecified)	9
N#Cc1c(NC(=O)c2ccc(Cn3cc(Br)cn3)o2)sc2c1CCCCC2	14
CCOC(=O)CNS(=O)(=O)c1c(C)noc1C	2
Cc1cc(=O)n2[nH]c(=O)c(N=Nc3ccccc3)c2[nH]1	12
Cc1cc(C)nc(SCC(=O)Nc2sc3c(c2C#N)CCC(C)C3)n1 (stereo unspecified)	-7
CC(NCc1ccc2c(c1)OCO2)C(=O)NC1CCCc2ccccc21 (stereo unspecified)	-1
O=C(O)CN(c1ccccn1)S(=O)(=O)c1ccccc1	0
CCC(C)[C@H](NC(=O)NCc1ccc(Cl)cc1)C(=O)OC (stereo partly specified)	-3
Other structures.
SMILES	Artemis endo inh
O=C1NN(c2ccc(F)c(Cl)c2)C(=O)/C1=C\c1cccc(OC(=O)c2cccs2)c1	20
CC(C)OC(=O)c1ccc(OC(=O)c2cccnc2)cc1	-5
O=C(Nc1ccc2c(c1)OCCO2)c1cccnc1	-5
COc1ccccc1C(=O)Nc1ccccc1N1CCOCC1	-4
Cc1cc(C)c(S(=O)(=O)c2ccccc2C)c(SCC(C)C)n1	4
COCCn1nnnc1SCC(=O)c1ccccc1	-4
COc1ccc(CCN2C(=O)C3CC=C(C)CC3C2=O)cc1OC (stereo unspecified)	-7
CCOc1cc(N2CCOCC2)c(OCC)cc1NC(=O)COC(=O)c1cc(C)oc1C	5
COc1ccc(SCC(=O)c2cc(C)c(OC(=S)N(C)C)c(C)c2)cc1	3
Clc1ccc(NCc2nncn2-c2ccccc2)cc1	3
COc1cc(C(=O)Nc2nc(N)n(-c3ccccc3)n2)cc(OC)c1OC	0
Nc1nnc(SCC(=O)c2ccccc2)s1	-1
CCOC(=O)CSc1nc2ccc(C)cc2[nH]1	-2
COc1cc(C(=O)Nc2ccccn2)cc(OC)c1OC	7
C[C@H](Nc1ncnc2sc3c(c12)CCC3)C(=O)O	-6
Cc1ccnc(SCC(=O)Nc2sc3c(c2C#N)CCCC3)n1	3
CCOC(=O)CSc1nc(C)c2cc(OC)ccc2n1	-1
Cc1ccc(C(=O)O/N=C/C2=C(Cl)c3ccccc3CC2)cc1	13
CC(=O)NC(c1ccco1)c1ccc2cccnc2c1O (stereo unspecified)	-3
CCN(CC(=O)Nc1cccc(Br)c1)Cc1nc2ccccc2c(=O)[nH]1	11
O=Cc1ccc(N2CCCC2)c(F)c1	2
C1=Nc2c(NCc3ccccc3)ncnc2Oc2ccccc21	11
Cc1sc2ncnc(SCc3ccco3)c2c1C	-2
CCC(NC(=O)NC1=NCCS1)(C(F)(F)F)C(F)(F)F	4
COCCNC(=O)CN(Cc1ccc2c(c1)OCO2)C(=O)CCC(=O)Nc1nccs1	-9
Cc1ccc(C(=O)NCC(C)(C)N2CCOCC2)s1	-1
CCOC(=O)c1cc(-c2ccc(F)cc2)n(CC(=O)N2CCCC2)c1C	-3
O=C1CC(N2CCN(c3cccc(C(F)(F)F)c3)CC2)C(=O)N1c1ccccc1F (stereo unspecified)	5
CCOC(=O)c1cccc(N2C(N)=NC(N)=NC2(C)C)c1	1
CC(C)(C)C1CCc2c(sc(NC(=O)c3cccs3)c2C(=O)N2CCCCC2)C1 (stereo unspecified)	-4
COC(=O)c1cccc(NC(=S)NCc2ccc(Cl)cc2)c1	3
COc1ccccc1C=NC(CO)C(O)c1ccc([N+](=O)[O-])cc1 (stereo unspecified)	-11
CCCCCCc1nc2ccccc2c(=O)n1N	-1
C=C(C)c1cccc(C(C)(C)NC(=O)Nc2ccc3[nH]c(=O)[nH]c3c2)c1	-2
Cc1nc(=O)c(-c2ccccc2)c(C)n1-c1ccccc1O	-4
CCc1ccc(NC(=O)COC(=O)CN2C(=O)COc3ccccc32)cc1	-4
COc1ccc(-n2nnc3c(SCC(=O)NCC4CCCO4)ncnc32)cc1 (stereo unspecified)	-3
CC(O)Cn1ccccc1=N (stereo unspecified)	12
Fc1cccc(NC(=S)Nc2ccc(Br)cc2)c1	-2
C=CCN(C(=O)CCC(=O)O)C1CC(=O)N(c2ccc(OC)cc2)C1=O (stereo unspecified)	1
Cc1ccc(OCCCC(=O)N2CCOCC2)cc1	0
CCCCCCn1c(=O)c(-c2ccccc2)c(O)c2ccccc21	6
COc1nc(Nc2ccc(OC)c(Cl)c2)nc(OC)n1	4
Cc1cc(Nc2ccc(Cl)cc2)n2nnnc2n1	5
COc1ccc(N2CCC(CNS(=O)(=O)c3cccc(C(F)(F)F)c3)C2)cc1 (stereo unspecified)	5
CCN(Cc1ccncc1)C(=O)c1cccc(S(=O)(=O)N2CCOCC2)c1	-2
O=C(OCC(=O)N1CCN(C(=O)c2ccco2)CC1)c1ccccc1OCc1ccc(Cl)cc1	0
Cc1cccc(N2CCN(C(=O)C3CCN(S(=O)(=O)c4cnc[nH]4)CC3)CC2)c1C	3
CCn1c(=O)c([N+](=O)[O-])c(NCCc2ccccc2)c2ccccc21	9
CC(=O)CCc1c(C)c2cc(C)ccc2[nH]c1=O	-3
CCOC(=O)c1cccc(NC(=O)CCc2nc(-c3ccc(C)cc3)no2)c1	1
COC(=O)C(O)(CC(=O)Nc1cc(Cl)ccc1Cl)C(F)(F)F (stereo unspecified)	-8
CCOc1ccc(C2Nc3cccc4cccc(c34)N2)cc1OC	17
O=C(Oc1ccc(Cl)cc1N1C(=O)CCC1=O)c1ccco1	8
COc1ccc(S(=O)(=O)N2CCN(C(=O)c3cccc(Cl)c3)CC2)cc1	1
Fc1ccccc1CSc1nc2ccccc2[nH]1	12
O=C(Nc1cccc(C(=O)N2CCCCCC2)c1)c1ccco1	-6
Cc1cc(C)nc(SCC(=O)NCc2ccco2)n1	-7
O=C(Nc1nc(-c2ccco2)cs1)c1ccccc1	4
O=C(CSc1ccccn1)Nc1ccc(Br)cn1	3

Among those listed so far, these contain two or more sulfur atoms:
SMILES	Artemis endo inh
COC(=O)c1sc2nc(CSc3nc4ccc(C)cc4[nH]3)[nH]c(=O)c2c1C	-3
CSc1ncccc1C(=O)OCC(=O)NC1CCS(=O)(=O)C1 (stereo unspecified)	6
O=C(O)CNS(=O)(=O)c1ccc(Br)s1	-14
COc1cc(NC(=S)NC(=O)c2c(OC)cccc2OC)ccc1NC(=O)c1cccs1	-8
COC(=O)c1sccc1NC(=O)CSc1nnnn1-c1ccccc1F	-5
COc1ccccc1-n1cnnc1SCC(=O)NCc1cccs1	0
Cc1cc(C)nc(SCC(=O)Nc2sc3c(c2C#N)CCC(C)C3)n1 (stereo unspecified)	-7
Cc1cc(C)c(S(=O)(=O)c2ccccc2C)c(SCC(C)C)n1	4
COc1ccc(SCC(=O)c2cc(C)c(OC(=S)N(C)C)c(C)c2)cc1	3
Nc1nnc(SCC(=O)c2ccccc2)s1	-1
Cc1ccnc(SCC(=O)Nc2sc3c(c2C#N)CCCC3)n1	3
Cc1sc2ncnc(SCc3ccco3)c2c1C	-2
CC(C)(C)C1CCc2c(sc(NC(=O)c3cccs3)c2C(=O)N2CCCCC2)C1 (stereo unspecified)	-4

Next section
SMILES	Artemis endo inh
Cc1nn(-c2ccccc2)c2c1C(c1cccnc1)N1C=C(S(=O)(=O)N3CCCCC3)C=CC1=N2 (stereo unspecified)	1
COc1cc(C2C(C#N)=C(N)Oc3n[nH]c(-c4ccncc4)c32)cc(OC)c1OC (stereo unspecified)	5
COCCN(C(=O)c1ccccc1)c1nnc(-c2cccnc2)s1	-2
CS(=O)(=O)N(CC(=O)N1CCCCC1)c1sc2c(c1C#N)CCCC2	3
CC(C)NCCOCCSc1ccc(Cl)cc1	-5
COc1cccc(/C(C#N)=C/c2c(-c3ccc(Cl)cc3)nc3c(C)cccn23)c1	7
COc1ccc(OC)c(NC(=O)CSC2=NCCS2)c1	-10
CCc1ccc(-n2c(CSc3nnnn3-c3ccccc3)nc3ccccc3c2=O)cc1	-1
CCOC(=O)N(Cc1ccccc1)C(C(=O)O)C(C(=O)O)N(Cc1ccccc1)C(=O)OCC (stereo unspecified)	-8
Cc1nn(Cc2ccccc2)c(C)c1NC(=O)CSc1nc(C2CC2)nc2c1cnn2-c1ccccc1	3
CC(C)COC(=O)NCCCOC(=O)Nc1ccccc1	-4
O=C(c1coc(=O)c(Br)c1)N1CCOCC1	-7
C=CCSc1nc(N)c(C(=O)Nc2ccccc2C)cc1C(N)=O	-11
Cc1cc(C)n2nc(C(=O)NC(C)(C)C)nc2n1	-8
CC(C)N(Cc1cc2ccccc2[nH]c1=O)C(=O)C1CCCCC1	7
CC(C)C[C@H](NC(=O)Nc1cccc(Cl)c1)C(=O)O	3
O=C(NN1C(=O)c2ccccc2C1=O)C1CCCCC1	-6
CN1CC2CCCC3(C1)C(=O)NC1(CCCCC1)N=C23 (stereo unspecified)	2
COc1ccc(NC(=O)C2CCCNC2)cc1OCC(C)C (stereo unspecified)	3
O=C(O)CSc1nnc(-c2ccccc2)o1	-2
COc1ccc(C2C(Oc3ccccc3)C(=O)N2c2ccc(C)c(C)c2)cc1OC (stereo unspecified)	16
COc1ccccc1/C=C/C(=O)N1CCOCC1	1
COc1ccc(-c2nnc(SCC(=O)N3CCCc4ccccc43)o2)cc1OC	-8
CC1=C(NCCc2ccccc2)CCC1=O	-7
c1ccc(-c2nc3ccccc3o2)nc1	0
O=C(CSc1nncn1-c1ccccc1)NCc1cccs1	4

Assay outcomes as filed in PubChem.
